# RAD54 branch = inhibitors of human RAD54 branch migration, primary screen, biochemical, fluorescence, single point; RAD54 Holliday junction branch migration, FAM/BHQ fluorescence; AID 602329, 2012; DNA repair and recombination protein RAD54-like (Homo sapiens), Q92698; inhibition, % at 10.4 µM; 360,000 compounds, 0.14% hits;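 active means mean normalized replicate activity at least 40 and at least half of replicates scoring 40 or more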;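 further: 0% = median of neutral control wells and 100% = median of positive control wells; inhibitors cause a drop in the FAM fluorescence signal; in these data hits start at about 50%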
# ERp5 inh = inhibitors of ERp5-driven insulin aggregation, primary screen, biochemical, turbidity, absorbance 650 nm, single point | Protein disulfide-isomerase A6 (Homo sapiens), Q15084 | 90 min | inhibition, % at 9.99 µM | 350,000 compounds, 0.05% hits | AID 651711, 2012;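 active means mean replicate inhibition above about 25%, with every replicate also reaching it, limit read from the data, passing the limit was not always enough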
# S100A4 MyoIIA = inhibitors of S100A4-myosin IIA peptide binding, primary screen, biochemical, fluorescence polarization, TAMRA-MyoIIA peptide; inhibition, % at 10.7 µM; 360,000 compounds, 0.14% hits; Protein S100-A4 (Homo sapiens), P26447; AID 652163, 2013;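 active means mean inhibition of at least 70% across replicates, with every replicate also reaching that level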
# Target sequence (P26447 whole entry, looked up): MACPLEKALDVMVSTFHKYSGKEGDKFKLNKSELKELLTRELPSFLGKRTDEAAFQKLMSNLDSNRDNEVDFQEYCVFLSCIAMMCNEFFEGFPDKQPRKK
#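 Test system – S100A4 monomer (human) · Compound – single-point compound testing · Schedule – 5 min incubation before reading · Probe or stimulus – TAMRA-labelled myosin IIA heavy-chain peptide probe, 5 nM · Benchmarks – neutral control DMSO, positive control TFP · Medium – Calcium-containing HEPES buffer, pH 7.2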
# ERAP1 inh = human ERAP1 aminopeptidase inhibitors, primary screen, biochemical, single point, plate reader | inhibition, % at 10.7 µM | recombinant ERAP1, Leu-AMC fluorescence, 60 min | Endoplasmic reticulum aminopeptidase 1 (Homo sapiens), Q9NZ08 | 340,000 compounds, 0.15% hits;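 active means mean replicate inhibition of at least 30%, or all replicates individually reaching that 30% level; inactive means mean below 30% and not every replicate reaching it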;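 further: 0% = neutral control wells and 100% = L-leucinethiol positive control wells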
# Target sequence (Q9NZ08 whole entry, looked up): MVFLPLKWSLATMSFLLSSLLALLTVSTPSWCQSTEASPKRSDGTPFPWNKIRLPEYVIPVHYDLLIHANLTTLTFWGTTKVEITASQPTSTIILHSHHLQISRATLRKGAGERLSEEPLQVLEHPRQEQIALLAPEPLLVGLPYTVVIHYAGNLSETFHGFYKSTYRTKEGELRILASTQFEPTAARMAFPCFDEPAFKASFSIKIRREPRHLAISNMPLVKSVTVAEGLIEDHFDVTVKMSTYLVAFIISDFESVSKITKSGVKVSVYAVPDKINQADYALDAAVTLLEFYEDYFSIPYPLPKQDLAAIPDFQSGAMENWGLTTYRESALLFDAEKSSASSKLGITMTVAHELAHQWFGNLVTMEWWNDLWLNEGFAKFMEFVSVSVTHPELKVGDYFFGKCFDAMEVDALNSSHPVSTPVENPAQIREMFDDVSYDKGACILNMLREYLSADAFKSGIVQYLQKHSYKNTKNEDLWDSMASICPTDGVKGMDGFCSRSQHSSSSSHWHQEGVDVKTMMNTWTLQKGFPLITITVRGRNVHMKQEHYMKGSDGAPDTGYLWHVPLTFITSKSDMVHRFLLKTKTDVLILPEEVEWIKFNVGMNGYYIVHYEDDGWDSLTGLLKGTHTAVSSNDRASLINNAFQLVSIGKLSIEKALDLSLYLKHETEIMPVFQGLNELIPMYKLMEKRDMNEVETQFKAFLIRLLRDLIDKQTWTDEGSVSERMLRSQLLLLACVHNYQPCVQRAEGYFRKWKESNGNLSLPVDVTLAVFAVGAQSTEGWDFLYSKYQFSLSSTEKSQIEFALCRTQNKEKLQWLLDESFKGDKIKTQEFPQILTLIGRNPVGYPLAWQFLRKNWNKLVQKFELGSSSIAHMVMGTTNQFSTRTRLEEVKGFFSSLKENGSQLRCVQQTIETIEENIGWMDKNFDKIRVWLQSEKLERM
# RAD52 inh = RAD52 DNA annealing inhibitors, primary screen, biochemical, FRET, single point, set 2 | DNA repair protein RAD52 homolog (Homo sapiens), P43351 | recombinant RAD52 DNA annealing, FRET fluorescence | inhibition, % at 18.7 µM | 360,000 compounds, 0.46% hits;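 active means every replicate showing at least 50% inhibition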
# Xi reactivation = activators of inactive X chromosome reactivation, primary screen, imaging, XiGFP fibroblasts, GFP high-content imaging, set 2; activation, % at 7.58 µM; XiGFP mouse fibroblasts, % GFP-positive cells imaging, 3 d; cells co-treated with 5-aza-dC sensitizer; scaled so ellipticine positive control = 100%; 360,000 compounds, 0.055% hits; AID 743238, 2013;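 active means mean normalized replicate activation at least 10% and every replicate at or above 10%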;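 further: 0% = median of on-plate neutral control wells and 100% = ellipticine 6 µM median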
#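 System: SV40-immortalized XiGFP fibroblast cells, line 68-5-11 / Incubation: 3-day compound exposure, then 15 min fixation at room temperature / Compound: single concentration per compound, delivered by pin transfer / Buffer or medium: DMEM plus 5-aza-dC sensitizer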
# E-sel inducer = E-selectin induction in HUVECs, primary screen, imaging, HUVEC, immunofluorescence imaging, single point; P16581; normalized: neutral wells 0, TNF-alpha wells 100; activation, % at 7.58 µM; 260,000 compounds, 0.37% hits; AID 686992, 2013;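 active means mean E-selectin-positive cell signal at least 10% of the positive control, reached in at least 60% of replicates, without over 20% cell loss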;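 further: in these data hits start at about 27%; measured in HUVEC primary endothelial cells; signal is the percent of cells scored E-selectin positive by PE staining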
#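 System: HUVEC, human umbilical vein endothelial cells; quantity: 3,000 cells/well; buffer or medium: EGM-2 medium, gelatin-coated wells; dosing: single-point compound dose; detection: immunofluorescence imaging; evaluation: % PE-positive cells; benchmarks: TNF-alpha, DMSO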
# esBAF inh = Bmi1 luciferase reporter increase in mESCs, primary screen, esBAF inhibitor project, mouse ES cells, Bmi1 luciferase knock-in, single point. reporter increase, % at 12.5 µM. 350,000 compounds, 2% hits. 24 h; 100% = twice the neutral-well signal; in the data active means activation above about 40%;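 further: 0% = median of the plate's neutral control wells and 100% = double that signal; a rise in the Bmi1 reporter signal indicates esBAF inhibition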
# * hit, by the source's call; i = inactive; . = not tested or not shown; & = joins results of further samples. Some of the compounds tested; rates above refer to the full screens.
SMILES,RAD54 branch,ERp5 inh,S100A4 MyoIIA,ERAP1 inh,RAD52 inh,Xi reactivation,E-sel inducer,esBAF inh
CC=Cc1ccc2n(c1=O)C[C@@H]1[C@@H](CO)[C@H](C(=O)OC)[C@H]2N1CC1CCCC1 (mixture of isomers),.,0,7,0,7,0.5,-0.3,.
COc1ccc(/C=C2\C(=O)NC(=S)N(C)C2=O)cc1C,.,3,-4,34*,-45,0.6,.,.
C=CC1CN2CCC1CC2C(OC(C)=O)c1ccnc2ccc(OC)cc12 (configuration not stated),.,-5,-6,.,-5,0.2,0.9,.
Clc1ccc(C(OCCN2CCCCC2)c2ccccc2)cc1 (configuration not stated),-7,-4,2,-3,15,-0.2,1.4,-2
O=C(Cc1ccccn1)N1CCCCN2[C@H](C1)[C@@H](c1ccc(C#Cc3ccccc3)cc1)[C@@H]2CO,-6,-7,-9,-1,-38,0.0,0.1,.
CCOc1cc2c(cc1OCC)-n1cccc1C(c1cccc([N+](=O)[O-])c1)NC2 (configuration not stated),-1,1,-1,-1,-8,0.0,-0.1,1
O=C(Cc1ccccc1)N1CCCCN2[C@H](CO)[C@H](c3ccc(C#CC4(O)CCCC4)cc3)[C@@H]2C1,6,14,-4,3,-14,0.2,-0.3,.
COC(=O)[C@H]1[C@H](CO)[C@H]2Cn3c(ccc(-c4cccnc4)c3=O)[C@@H]1N2CCc1ccccc1,2,1,-3,0,0,0.0,0.1,2
COc1cc(CN=C(C)c2c(O)n(C)c(=O)n(C)c2=O)cc(OC)c1,.,0,-6,4,-3,-0.1,-0.3,-4
Cn1c(O)c(C=NC2CCN(Cc3ccccc3)CC2)c(=O)[nH]c1=O,.,-2,-1,.,-8,-0.1,.,.
CCCCOc1ccc(C(C)=O)cc1Cc1c(O)[nH]c(=S)[nH]c1=O,2,3,-3,3,-6,0.0,.,-8
CC1C(=O)OC2CCN3CC=C(COC(=O)C(C)(O)C1(C)O)C23 (configuration not stated),-9,2,5,-4,-10,.,.,-13
COc1ccc2[nH]c3c(c2c1)CCN=C3C,-15,4,-18,-3,1,0.7,0.4,-18
Nc1ccccc1C(=O)OCCc1ccccc1,-15,-6,-4,3,-2,.,.,17
O=C(c1ccccc1F)N1CCC2(CC1)OCCO2,-6,2,-5,-3,-11,0.0,0.2,1
CCOC(=O)c1c(C)n(C(C)C)c2ccc(OC(=O)c3ccc(N4C(=O)CCC4=O)cc3)cc12,-1,0,4,-5,1,0.0,-1.2,.
O=C1NC(=O)N(Cc2ccc(F)cc2)C(=O)/C1=C/c1cccs1,.,3,-11,2,-174,0.6,.,2
CCCCOC(=O)c1ccccc1N,2,-5,-4,2,-22,.,.,1
N#Cc1ccc(-c2ccc([C@@H]3[C@H](CO)N4CCCCN(C(=O)Cc5ccccc5)C[C@@H]34)cc2)cc1,-1,1,12,1,-35,0.0,-0.5,0
CC(=CCOc1ccc2ccc(=O)oc2c1)C1=CC(=O)C(C)(C)O1,15,2,5,-2,-28,1.5,-2.0,22
C1CCC(NC2CCCCC2)CC1,-10,1,-20,7,-1,.,.,-1
CC(=O)OC1C(O)C2=C3C4(C)C1C(C)(C)C(=O)CC4C3(O)C(OC(C)=O)C1(CC1C)C2=O (configuration not stated),.,3,1,2,-6,0.1,-0.1,.
COc1cc2c(cc1OC)C1C(=O)c3ccc4c(c3OC1CO2)CC(C(C)C)O4 (configuration not stated),-5,-4,-1,-1,-21,0.0,-1.0,-39
Oc1c(Cl)c(Cl)c(Cl)c(Cl)c1Cl,-4,-5,0,-3,-1,-0.1,2.3,0
O=C1NC(=O)C2(CCN(c3ccccc3)CC2)C(=O)N1,.,-2,4,0,0,0.0,-0.6,.
COc1cc(C)cc(CN2CC=C(c3ccccc3)CC2)c1O,.,-2,0,6,0,-0.1,1.5,.
CC1CCOC(=O)C=CC=CC(=O)OC2CC3OC4C5OC5(C)C(O)CC4(COC(=O)C1O)C2(C)C31CO1 (configuration not stated),.,-5,0,-2,-10,-0.2,.,.
CC12CCC3C(CCC4(O)CC(O)CCC34C=O)C1(O)CCC2C1=CC(=O)OC1 (configuration not stated),.,-13,-4,-2,-7,0.1,-0.1,1
CCc1nnc(NS(=O)(=O)c2ccc(N=Cc3c(O)n(-c4ccccc4)c(=O)[nH]c3=O)cc2)s1,.,-1,3,6,-83,0.1,.,.
Brc1ccc2c(c1)CN(CC1CCCCC1)Cc1cnnn1-2,6,3,-2,6,-4,.,0.3,1
CC(=O)O[C@H]1CC[C@@]2(C)C(=CC(=O)C3C2CC[C@@]2(C)C3C[C@H](OC(C)=O)[C@@H]2OC(C)=O)C1 (some centres not stated),-3,1,4,0,2,0.1,-0.6,1
CC(C)CC#Cc1ccc([C@@H]2[C@@H](CO)N3CCCCN(C(=O)Cc4ccccn4)C[C@@H]23)cc1,2,-3,-4,-1,5,-0.1,0.1,8
O=C1CN=C(c2ccccc2)c2cc(Br)ccc2N1,-11,2,0,3,-6,0.3,0.1,4
C[N+](C)(C)CC1CCCC(C[N+](C)(C)C)C1=O (configuration not stated),.,2,4,75*,-32,0.5,-0.9,.
COc1ccc(OC(=O)N(C)C[C@@H]2OCc3cnnn3CCCC(=O)N([C@@H](C)CO)C[C@@H]2C)cc1,-13&4&10,3&3&-2,-2&-11&5,1&3,-10&3&-5,0.1&-0.1,2.4&0.1,-6&-5&-1
CN(C)CC#CCn1c2ccccc2c2ccccc21,1,1,-1,3,42,-0.2,-0.2,-2
Cc1cc(OC(=O)N(C)C)n(-c2ccccc2)n1,-2,5,27,1,2,-0.1,-0.1,-4
Brc1ccc(-[n+]2c(-c3ccccc3)cc(-c3ccccc3)cc2-c2ccccc2)cc1,8,-7,1,.,14,1.1,-0.3,-50
COc1cc(CC2C(=O)N(C)C(=O)N(C)C2=O)ccc1OCc1ccccc1,-12,2,7,-2,-14,.,.,46*
NP(=O)(Nc1ccccc1)Nc1ccccc1,0,-11,4,1,-31,0.2,0.5,-2
O=C(Cc1ccccn1)N1CCCCN2[C@H](CO)[C@H](c3ccc(-c4ccccc4)cc3)[C@@H]2C1,3,-5,9,1,-17,0.1,-0.5,.
O=C1NC(=O)N(c2ccc3c(c2)OCO3)C(=O)/C1=C/c1cccs1,.,-1,-2,-3,-17,0.5,-0.1,.
COC(=O)C1=C(c2ccc(OC)c(OC)c2)C[C@@H]2CC[C@H]1N2C(=O)NCCc1ccccc1,-2,1,-3,-2,3,0.1,-0.1,13
COc1ccc(CC2(CCc3ccncc3)C(=O)NC(=O)NC2=O)cc1,.,5,2,2,-5,0.0,0.0,-1
COc1ccc(C(O)P(=O)(OC(C)C)OC(C)C)cc1 (configuration not stated),.,-6,21,-1,6,0.0,.,.

# Next part, starting with the last 4 of the part before.
SMILES,RAD54 branch,ERp5 inh,S100A4 MyoIIA,ERAP1 inh,RAD52 inh,Xi reactivation,E-sel inducer,esBAF inh
O=C1NC(=O)N(c2ccc3c(c2)OCO3)C(=O)/C1=C/c1cccs1,.,-1,-2,-3,-17,0.5,-0.1,.
COC(=O)C1=C(c2ccc(OC)c(OC)c2)C[C@@H]2CC[C@H]1N2C(=O)NCCc1ccccc1,-2,1,-3,-2,3,0.1,-0.1,13
COc1ccc(CC2(CCc3ccncc3)C(=O)NC(=O)NC2=O)cc1,.,5,2,2,-5,0.0,0.0,-1
COc1ccc(C(O)P(=O)(OC(C)C)OC(C)C)cc1 (configuration not stated),.,-6,21,-1,6,0.0,.,.
CN(C)CCn1cnc2ccccc21,9,-4,-2,0,10,0.0,2.4,.
CN(C)c1nc(N(C)C)nc(N(C#N)CCCl)n1,.,-6,4,2,-5,-0.6,0.9,.
COC(=O)Cn1cc(C=C2C(=O)N(C)C(=O)N(C)C2=O)c2ccccc21,.,0,3,.,i,0.3,0.3,.
O=P(Nc1cccnc1)(Oc1ccccc1Cl)Oc1ccccc1Cl,.,-5,6,5,-9,0.0,-2.0,.
C[C@]12CCC3C(CC[C@H]4C[C@H](O)CC[C@]34C)C1[C@@H](O)C[C@@H]2O (some centres not stated),-10,-3,1,1,-9,-0.1,-0.5,-1
COc1ccc(-c2ccc3c(c2)CN(C(=O)NC2CCCCC2)Cc2cnnn2-3)cc1,3,-3,-4,11,-8,-0.1,0.8,-6
COc1cc([C@@H]2c3cc4c(cc3[C@@H](OC)[C@H]3COC(=O)[C@H]23)OCO4)cc(OC)c1O,1,-4,-1,-3,-9,0.1,0.6,-5
CC(N)Cc1c[nH]c2c1ccc1ccccc12 (configuration not stated),20,0,-26,-2,-1,0.0,7.6,-11
COc1c(/C=C2/C(=O)NC(=O)N(C)C2=O)c(CCN(C)C(=O)c2ccccc2)cc2c1OCO2,5,0,-3,.,-30,.,.,-1
CCC(=O)N1[C@@H]2c3ccc(-c4ccc(F)cc4)c(=O)n3C[C@H]1[C@H](CO)[C@H]2C(=O)OC,7,1,1,0,4,-0.1,0.1,2
Cn1c(O)c(C=Nc2cccc(C(F)(F)F)c2)c(=O)n(C)c1=O,-2,-1,-5,2,-8,0.0,0.2,-8
CN1CCc2nc(SCc3ccccc3Br)c(C#N)cc2C1,.,4,-13,-3,-18,0.6,0.3,.
O=C1CC(=O)N(c2ccc(Cl)cc2)C(=O)N1,-9,1,-20,.,-257,0.2,0.2,-4
CC(C)=CCN1CC[C@@]2(C)c3cc(O)ccc3C[C@@H]1C2C (some centres not stated),16,2,-2,0,-7,.,.,9
CC(=O)C1CCC2C3CCC4CC(O)CCC4(C)C3C(=O)CC12C (configuration not stated),.,-1,2,2,-11,4.9,.,0
CCOC(=O)[C@]12Cc3cc(Cl)ccc3[C@H]1N(C)C(=O)c1ccccc12,.,-3,-4,-1,9,-0.1,-0.1,.
CC12C=CC(=O)C=C1CCC1C2C(O)CC2(C)C1CCC2(C)O (configuration not stated),.,2,-1,-1,2,0.2,-0.2,4
O=[N+]([O-])/C=C/c1c(Cl)cccc1Cl,.,-4,7,-2,-2,0.3,.,.
O=P(Nc1ccccc1)(Nc1ccccc1)Oc1ccc(Cl)cc1,0,-5,-3,-3,-10,.,.,-10
CCCC(C)CC1(CCO)C(=O)NC(=S)NC1=O (configuration not stated),6,-3,5,3,-9,0.1,-0.5,-3
COC(=O)C1=C(c2ccc(C(C)=O)cc2)C[C@@H]2CC[C@H]1N2C(=O)NCCCOC(C)C,-1,5,-1,0,-12,0.1,-0.2,-4
CC1[C@H]2Cc3ccc(O)cc3[C@]1(C)CCN2CCc1ccccc1 (some centres not stated),14,3,0,-3,-16,.,.,13
CCC(c1nnnn1-c1ccc2c(c1)OCCO2)N1CCC(n2c(=O)[nH]c3ccccc32)CC1 (configuration not stated),-1,-3,12,1,-8,0.1,1.0,3
